HP1b chromo inh = HTS for Inhibitors of HP1-beta Chromodomain Interactions with Methylated Histone Tails; Potency, µM (doses to about 114 µM), for the others: at the top dose activity change, negative = inhibition, usual class: inhibitors; 390,000 compounds, 0.56% hits; AlphaScreen HP1-beta / biotin-H3K9me3 peptide binding; AID 540317, 2011; Chromobox protein homolog 1 (Homo sapiens), P83916; note: potency is the fitted concentration of half-maximal effect; nearly all actives have a fitted effect of over 70% in size; inactives centre near 23
Target sequence (P83916 whole entry, looked up): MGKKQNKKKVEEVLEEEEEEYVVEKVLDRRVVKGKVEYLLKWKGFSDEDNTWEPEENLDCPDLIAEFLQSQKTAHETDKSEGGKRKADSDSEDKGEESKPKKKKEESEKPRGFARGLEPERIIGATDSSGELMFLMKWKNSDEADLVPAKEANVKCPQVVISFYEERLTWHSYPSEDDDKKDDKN
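HP1-beta protein (50 nM final) preincubated 30 min at room temperature with biotinylated H3(1-18)K9me3 peptide (50 nM) in PBS pH 7.4, 0.01% Tween-20, then compound added for 30 min. AlphaScreen streptavidin donor/nickel chelate acceptor beads (10 ug/mL final), 30 min dark, luminescence read.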
GLS inhibitor = qHTS for Inhibitors of Glutaminase (GLS). Potency, µM (doses to about 45.5 µM), without a hit: top-dose activity change, negative = inhibition, actives largely listed as inhibitors. 410,000 compounds, 0.21% hits. Glutaminase kidney isoform, mitochondrial (Homo sapiens), O94925. GLS enzymatic activity, qHTS titration. AID 624170, 2012; note: potency is the fitted concentration of half-maximal effect; % is set by controls: 0 for no effect and ±100 for the full control effect
Target sequence (O94925 whole entry, looked up, canonical isoform): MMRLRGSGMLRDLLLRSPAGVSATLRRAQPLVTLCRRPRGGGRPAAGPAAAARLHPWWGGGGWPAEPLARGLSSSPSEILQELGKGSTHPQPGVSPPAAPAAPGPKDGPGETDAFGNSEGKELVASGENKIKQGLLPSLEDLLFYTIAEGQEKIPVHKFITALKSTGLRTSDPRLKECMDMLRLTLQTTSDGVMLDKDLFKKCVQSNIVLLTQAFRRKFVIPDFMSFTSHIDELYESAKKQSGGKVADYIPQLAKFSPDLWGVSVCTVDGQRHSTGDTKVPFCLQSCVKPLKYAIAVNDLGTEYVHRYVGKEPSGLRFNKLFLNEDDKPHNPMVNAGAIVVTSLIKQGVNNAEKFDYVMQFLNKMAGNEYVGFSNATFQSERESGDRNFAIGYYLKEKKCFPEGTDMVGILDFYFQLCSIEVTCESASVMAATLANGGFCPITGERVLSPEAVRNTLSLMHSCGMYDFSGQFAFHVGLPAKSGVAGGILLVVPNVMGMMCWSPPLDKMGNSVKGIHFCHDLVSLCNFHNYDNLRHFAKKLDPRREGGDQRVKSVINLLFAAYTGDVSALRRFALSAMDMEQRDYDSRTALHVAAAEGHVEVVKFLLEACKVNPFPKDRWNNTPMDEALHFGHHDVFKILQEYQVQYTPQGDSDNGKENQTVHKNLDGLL
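Two-point fluorescence kinetic (t0, 30 min RT) for hKGA; glutamate detected via glutamate oxidase–HRP–Amplex Red. Substrate: 1 mM L-glutamine solution; buffer 45 mM KH2PO4, pH 8.2.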
ERG-DNA inh = qHTS for Small Molecule Inhibitors of the ERG Ets/DNA interaction | fluorescence polarization, His-ERG Ets domain / labelled DNA | AID 624246, 2012 | 370,000 compounds, 0.028% hits | Potency, µM (titrated, usually from 76.9 µM), for inactives: at the highest dose FP activity, negative = inhibition, most hits filed as inhibitors | Transcriptional regulator ERG (Homo sapiens), P11308; active = well fitted inhibition curve with a large enough effect in the polarisation, with a control signal flat; inconclusive = small, poorly fitted or top-dose-only effect, or effect the other way, or a change in a side signal; inactive = no such curve, though single readings can be large or run the other way; the % refers to the polarisation;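 note: polarization taken with two DNA probes labelled with fluorescein and Texas red; potency is the fitted concentration of half-maximal effect; % of control where 0% means no effect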
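His-tagged ERG Ets domain (1 uM in the protein solution; 300mM KCl, 50mM Tris-HCl, 1mM EDTA, 1mM DTT, pH 7.5) received compound, then a probe mix of 5 nM fluorescein-DNA and 100nM Texas-615-DNA. Fluorescence polarization was read for both dyes.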
PI4K2A inh = qHTS for small molecular inhibitors of PI4K2A; purified PI4K2A, ADP-Glo luminescence, 1 h; hits give low values; activity change, negative = inhibition, % at 76.9 µM; 420,000 compounds, 0.13% hits; Phosphatidylinositol 4-kinase type 2-alpha (Homo sapiens), Q9BTU6; in the data active = activity change below about -50%; inconclusive = mostly about -30% to -49%;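 note: -100% = wells without enzyme as full effect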
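Compounds are screened against recombinant PI4K2A using PI as substrate and ATP, the latter dispensed at 300 microM. Reactions run one hour at ambient temperature before ADP-Glo detection; full inhibition defined by wells lacking enzyme.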
Tb PGK inh = qHTS Assay to Find Inhibitors of Phosphoglycerate Kinase. Phosphoglycerate kinase, glycosomal (Trypanosoma brucei brucei), P07378. PGK/GAPDH coupled, Kinase-Glo luminescence, 60 min. Potency, µM (highest dose often 57.5 µM), for the others: at the top dose activity change, negative = inhibition, hits mostly inhibitors. 380,000 compounds, 0.043% hits. AID 602233, 2012; note: potency is the fitted concentration of half-maximal effect; % is set by controls: 0 for no effect and ±100 for the full control effect; nearly all actives have a fitted effect of over 60% in size
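Luminescent ATP detection (Kinase-Glo Plus) follows a 60-minute room-temperature incubation, with wells lacking PGK as controls. Buffer: 100 mM TEA (pH 7.6), 5 mM MgCl2, 0.01% Tween-20. Coupling enzyme GAPDH (100 nM final) supplies unstable 1,3-BPG in-well.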
Pin1 inhibitor = qHTS Assay to Find Inhibitors of Pin1 | Pin1 FP peptide displacement, HiFluor488, 10 min | Potency, µM (titrated, usually from 115 µM), for inactives: at the top dose activity, negative = inhibition, most hits filed as inhibitors | Peptidyl-prolyl cis-trans isomerase NIMA-interacting 1 (Homo sapiens), Q13526 | 390,000 compounds, 0.009% hits; active = well fitted inhibition curve with a large enough effect in the polarisation, with a control signal flat, not every such curve was filed as active; inconclusive = small, poorly fitted or top-dose-only effect, or effect the other way, or a change in a side signal; inactive = no such curve, though single readings can be large or run the other way; the % refers to the polarisation; note: potency is the fitted concentration of half-maximal effect; % is set by controls: 0 for no effect and ±100 for the full control effect
Target sequence (Q13526 whole entry, looked up): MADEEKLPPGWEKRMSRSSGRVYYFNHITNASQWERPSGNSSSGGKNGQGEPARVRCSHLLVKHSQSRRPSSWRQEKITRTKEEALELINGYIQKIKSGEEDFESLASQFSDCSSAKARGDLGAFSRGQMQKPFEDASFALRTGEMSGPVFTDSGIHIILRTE
BAZ2B block = qHTS Assay for Inhibitors of BAZ2B. Bromodomain adjacent to zinc finger domain protein 2B (Homo sapiens), Q9UIF8. Potency, µM (series often up to 114 µM), for inactives: at the highest dose activity change, negative = inhibition, most hits filed as inhibitors. 360,000 compounds, 4.4% hits. AlphaScreen BAZ2B-H3K14Ac peptide displacement. AID 504333, 2011; note: potency is the fitted concentration of half-maximal effect; % is set by controls: 0 for no effect and ±100 for the full control effect; nearly all actives have a fitted effect of over 60% in size
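Compounds, titrated to a top concentration of 110 uM, were incubated 30 min at room temperature with preformed BAZ2B/acetyl-K14 H3 peptide complex (50 nM each). Proximity signal was measured by AlphaScreen after 20 min with beads.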
JMJD2A Tudor = qHTS Assay for Inhibitors of JMJD2A-Tudor Domain; Lysine-specific demethylase 4A (Homo sapiens), O75164; AlphaScreen JMJD2A-Tudor / H3K4me3 peptide binding; Potency, µM (highest dose often 114 µM), without a hit: at the top dose activity change, negative = inhibition, usual class: inhibitors; 390,000 compounds, 4.4% hits; note: potency is the fitted concentration of half-maximal effect; % is set by controls: 0 for no effect and ±100 for the full control effect; nearly all actives have a fitted effect of over 50% in size
G9a inh = qHTS Assay for Inhibitors of Histone Lysine Methyltransferase G9a. 350,000 compounds, 8.8% hits. AID 504332, 2011. Potency, µM (series often up to 102 µM), without a hit: at the top dose activity, negative = inhibition, usual class: inhibitors. Histone-lysine N-methyltransferase EHMT2 (Homo sapiens), Q96KQ7. G9a H3K9 monomethylation, AlphaScreen, 2 h; note: potency is the fitted concentration of half-maximal effect; % is set by controls: 0 for no effect and ±100 for the full control effect; nearly all actives have a fitted effect of over 75% in size
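G9a (20 nM) was preincubated 15 min with compound, then reacted 2 h at room temperature with 500 nM biotin-H3K9 peptide and 20 µM SAM. Monomethyl-H3K9 detected by AlphaScreen using anti-H3K9me1 antibody.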
* marks the source's active call; other numbers are inactive results; i = inactive; ? = inconclusive; · = not tested or not shown; & = joins results of further samples; [ ] = dose if it differs, or a comment. Unless noted, calls come from the whole dose curve; as a rule, active = well fitted curve in the direction sought with a large enough effect; inconclusive = small, poorly fitted or top-dose-only effect, or another doubt; inactive = no such curve, though single readings can be large; an effect the other way counts as inactive or inconclusive. Outcome played no part in choosing rows. About 11% of those tested had a hit in this group.

SMILES	HP1b chromo inh	GLS inhibitor	ERG-DNA inh	PI4K2A inh	Tb PGK inh	Pin1 inhibitor	BAZ2B block	JMJD2A Tudor	G9a inh
O=C(CCSc1ccccn1)c1ccccc1	37.7%	-2.7%	0.0%	0.9	i	-0.7%	-3.8%	13.9%	?
CC(C)CNS(=O)(=O)c1ccc(CCC(=O)NC2CCCCC2)cc1	23.0%	6.7%	-17.0%	-0.6	i	-0.6%	·	-6.0%	·
COc1cc(OC)cc(C(=O)Nc2ccccc2C(=O)N2CCCC2)c1	35.0%	-0.9%	-27.1%	3.1	-0.3%	4.4%	-1.9%[57.1 µM]	-3.6%	19.4%
COC(=O)c1ccc(CN(c2ccccn2)S(=O)(=O)c2ccccc2)cc1	14.2%	15.4%	5.0%	-1.5	-2.8%	0.8%	14.9%	-11.5%	-30.0%[59 µM]
O=C(NCCN1CCCC1)c1ccc(CS(=O)(=O)c2c(Cl)cccc2Cl)o1	54.7%	-3.6%	16.4%	1.3	-0.3%	-1.6%	-1.2%	-16.9%	?
Cc1ccc(C(C(=O)NC2CCCCC2)N(C(=O)c2csnn2)C2CC2)cc1 (stereo not drawn)	10.0%	-6.2%	-2.0%	0.3	-8.8%	-3.8%	-13.1%	-14.7%	-2.6%
Cc1c(C(=O)Nc2ccccc2C(=O)N2CCCC2)cccc1[N+](=O)[O-]	35.3%[activator]	5.1%	-9.5%	4.6	·	8.0%	-14.5%	-2.9%	-0.7%
CCOC(=O)CNC(=O)c1sc2nc(C)cc(C)c2c1N	49.8%	-3.9%	-3.6%	25.2	-1.5%	-0.9%	-0.7%	16.8%	50.1µM*
O=C(c1ccc(-n2cnnn2)cc1)N1CCCCC1	32.9%	15.4%	2.0%	-0.7	4.0%	0.4%	9.6%	4.7%	13.5%[59 µM]
O=C(O)c1cccnc1SCc1cccc(Cl)c1	13.2%&11.4%	-14.0%&-5.4%	-12.7%&5.6%	-3.1&-3.1	-10.4%&-9.1%	-5.9%&-3.1%	-2.8%&0.4%	-6.9%&-10.7%	4.8%
Nc1nonc1-n1nnc(C(=O)N/N=C/c2cccnc2)c1-c1cccs1	31.2%	6.8%	12.5%	-1.3	i	-0.1%	-2.8%	-1.5%	37.0%[activator]
Cc1sc2ncnc(SCC(=O)c3ccc(O)cc3O)c2c1C	56.6%[activator]	-12.7%	-4.3%	2.3	-8.9%	28.8%	-35.0%	1.5%[11.4 µM]	?
CN1CCN(C(c2cccc(C(F)(F)F)c2)c2nnnn2Cc2ccccc2)CC1 (stereo not drawn)	32.4%[activator]	0.7%	·	1.2	4.8%[11.5 µM]	-0.6%	6.5%	-12.5%	17.6%
N/C(=N\N=C\c1cccs1)SC1CC(=O)N(c2cccc([N+](=O)[O-])c2)C1=O (stereo not drawn)	25.6%	-0.3%	3.1%	0.0	-4.4%	?	-17.5%	-5.3%[11.4 µM]	27.7%
O=C(CSc1nc2ccccc2[nH]1)c1cccs1	6.5%	11.0%	6.6%	0.1	-4.6%	3.5%	3.8%	-18.0%	?
Cc1cccc(NC(=S)NCc2ccncc2)c1C	31.7%	2.5%	-19.6%	0.8	-0.4%	3.6%	-2.3%	-2.1%	10.8%[59 µM]
O=C(NCC1CCCO1)/C(=C\c1ccc(Cl)cc1)NC(=O)c1ccccc1 (stereo not drawn)	44.1%[activator]	-2.4%	0.9%	-11.1	-8.8%	0.5%	0.8%	-13.2%	-0.6%[59 µM]
O=C(CCC1N=C2c3ccccc3N=C(SCC(=O)NCCc3ccccc3)N2C1=O)NCc1ccc(F)cc1 (stereo not drawn)	4.8%	22.9%	12.0%	1.3	-7.2%	3.3%	-13.2%	?	8.4%[59 µM]
CCOC(=O)c1ccccc1NS(=O)(=O)c1cnn(CC)c1C	28.6%	14.1%	-2.6%	0.1	5.0%	2.0%	-32.0%	-8.9%	6.9%
COC(=O)c1ccc(C(=O)OC)c(NC(=O)CCS(=O)(=O)Cc2ccccc2)c1	40.3%[activator]	-5.6%	5.5%	3.5	2.7%	-8.6%	8.7%	-11.0%	·
COc1cccc(CN(C)C(=O)c2sccc2-c2ccccc2)c1OC	27.9%	-2.3%	-0.9%	-0.6	i	-12.1%	-12.9%	-3.4%	71.5%[activator]
Cc1nc(C(=O)Nc2ccc(Cl)cc2)nn1-c1ccc([N+](=O)[O-])cc1	39.0%	1.6%	2.6%	5.7	2.4%	-0.3%	-3.0%	-21.6%	13.0%[59 µM]
Cc1ccc(NC(=S)Nc2ccccn2)cc1C	45.7%	0.8%	5.4%	1.2	0.0%	-2.5%	-13.8%	3.6%	·
CCC(=O)N1CCc2cc(S(=O)(=O)NC(CC(C)C)C(=O)N3CCc4ccccc43)ccc21 (stereo not drawn)	12.4%	-2.6%	3.1%	2.1	-6.1%	6.0%	11.3%	-9.0%	11.6%[12.7 µM]
O=C(CCc1nnc(CCCc2ccccc2)o1)NCCc1ccccc1	16.7%	0.0%	-4.0%	-0.8	-10.2%	0.7%	-1.3%	-13.1%	·
COc1ccc(Nc2nc(N)nc(CSC(=S)N3CCC(C)CC3)n2)cc1	-4.5%	15.8%	-9.2%	0.5	-0.3%	-7.7%	?	-31.4%	-4.9%[59 µM]
CC(C)NC(=O)c1ccc(-n2c(-c3ccccc3)cc3c2CCCC3)cc1	-5.6%	-7.4%	9.7%	3.7	i	3.1%	-34.7%	-17.1%	-44.4%[59 µM]
Cc1ccc(-c2csc(N3CCN(c4ccc5nc(-c6ccncc6)n(CCN6CCCCC6)c5c4)CC3)n2)cc1	?	13.1%	-14.9%	0.7	3.2%	35.3%[activator]	?	44.7µM*	35.5µM*
CS(=O)(=O)N(CC(=O)N/N=C/c1ccco1)c1ccccc1Br	20.9%	-8.7%	-5.3%	-0.6	-2.8%	1.9%	-2.5%	-6.4%	6.5%[59 µM]
COc1ccc(CCNc2ccncn2)cc1OC	29.2%	-7.3%	-2.2%	1.1	6.7%	-2.4%	-1.7%	-10.1%	-12.1%
CN=C1N(C)C[C@@H]2[C@@H]3C(=O)N(Cc4ccccc4)C(=O)[C@@H]3[C@](Cc3ccccc3)(C(=O)OC)N12	33.6%	0.2%	12.2%	-2.1	5.7%	7.6%	·	-20.1%	·
CC(=O)Nc1ccc(N2CCN(C(=O)c3cccs3)CC2)cc1	25.5%	73.7%[activator]	-5.4%	-0.1	-5.2%	2.6%	9.0%	-7.1%	8.4%
COC(=O)[C@@H]1CCCN1Cc1c(C(=O)N2CCCCC2)nc2c(C)cccn12	28.4%	-8.0%	-13.2%	-0.2	-2.7%	-0.5%	-22.6%	4.9%	23.8%[12.7 µM]
OCCNCCCCOc1cccc(Br)c1	46.5%[activator]	-1.0%	5.6%	2.8	2.8%	8.3%	2.9%	-4.8%	-19.0%[59 µM]
COc1ccc(CNC(=O)c2cc(C(C)=O)c[nH]2)cc1	30.0%	8.4%	-8.0%	2.2	1.9%	-5.9%	-16.5%	-12.9%	12.5%
O=C(Nc1ccc(NC(=O)c2ccco2)c(Cl)c1)c1cccc([N+](=O)[O-])c1	6.8%	3.9%	0.2%	5.0	i	-0.5%	-1.3%	-9.4%	-4.2%
CNC(=O)c1cccc2nc3ccccc3nc12	27.0%	-1.0%	-1.8%	-4.2	6.7%	?	50.1µM*	-7.6%	-33.8%
O=S(=O)(c1ccc(NC(=S)N/N=C/c2ccc(Oc3ccccc3)cc2)cc1)N1CCOCC1	13.1%	2.7%	-8.3%	1.3	-12.4%	2.9%	-12.2%	-9.8%	11.9%[59 µM]
O=[N+]([O-])c1ccc(OCC2CC(c3ccccc3)=NO2)cc1 (stereo not drawn)	40.9%[activator]	-0.4%	-29.7%	-1.1	-9.1%	2.4%	-16.3%	-12.4%	27.1%
CC(Sc1nncn1C)C(=O)Nc1ccc2ccccc2c1 (stereo not drawn)	18.1%	-0.5%	8.0%	-1.8	4.7%	1.1%	7.0%	-15.7%	8.91µM*
O=C(O)C1CC(=O)n2c(nc3ccccc32)S1 (stereo not drawn)	16.2%	12.7%	-4.7%	-1.3	5.8%	·	-6.2%	?	?
Cc1csc(SCCN2C(=O)c3ccccc3C2=O)n1	47.2%	2.5%	-6.2%	5.5	-6.3%	5.9%	-4.3%	-11.3%	?

Source: PubChem BioAssay (National Center for Advancing Translational Sciences (NCATS))
